# Shn3 inh set2: Schnurri-3 reporter inhibition in Clone20 osteoblasts; Clone20 osteoblast Shn3 3'UTR firefly luciferase, 24 h; inhibition, % at 12.5 µM; hit rate 0.52% among 360,000; AID 588674;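 active = mean inhibition of at least 75% with every replicate also reaching 75%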;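 also: 0% = median of neutral control wells and 100% = pilot-screen positive control compound; some compounds past the cut are filed as inactive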
# H9c2 protect: protects H9c2 cardiomyocytes from peroxide injury | hit rate 0.63% among 360,000 | protection from H2O2 cell death, % at 20 µM | H2O2 injury protection, ATPLite, 2 h | AID 588492;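 active = compounds giving at least 50% protection of heart cells from peroxide-induced death in the single-dose screen, raw or plate-pattern-corrected value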;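 also: 0% = DMSO wells with peroxide and 100% = DMSO wells without peroxide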
# Peg3 prom inh: reduces Peg3 promoter-driven luciferase expression in HeLa | hit rate 1.7% among 360,000 | HeLa PEG-Prom luciferase reporter, luminescence, overnight | AID 588405 | inhibition, % at 20 µM;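 active = inhibition of at least 50% at 20 µM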
# NR2E3 ag-1: activates human photoreceptor nuclear receptor NR2E3. inhibition of corepressor binding, % at 4.78 µM. hit rate 0.12% among 320,000. GST-NR2E3/biotin-RetCOR TR-FRET, 1536-well. AID 2300;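 active = percent inhibition above the cutoff of mean plus 3 SD of all tested compounds, set per screening campaign, cut at about 20% in these data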;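 also: 0% = DMSO wells and 100% = biotin wells as full block of FRET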
# Target sequence (Q9Y5X4 whole entry, looked up): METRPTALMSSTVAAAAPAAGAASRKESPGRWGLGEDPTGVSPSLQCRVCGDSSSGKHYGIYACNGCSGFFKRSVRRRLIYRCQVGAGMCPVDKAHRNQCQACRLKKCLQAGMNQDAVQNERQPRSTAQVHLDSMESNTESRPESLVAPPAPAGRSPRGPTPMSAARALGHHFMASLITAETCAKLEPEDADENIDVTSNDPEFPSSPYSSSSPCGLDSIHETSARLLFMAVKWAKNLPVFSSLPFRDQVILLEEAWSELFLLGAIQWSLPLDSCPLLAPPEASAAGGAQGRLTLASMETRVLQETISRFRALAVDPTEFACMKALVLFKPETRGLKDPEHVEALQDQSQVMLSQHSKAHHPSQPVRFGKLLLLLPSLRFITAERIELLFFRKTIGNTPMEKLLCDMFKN
#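 System: GST-tagged NR2E3 plus biotinylated RetCOR corepressor; Buffer or medium: pH 7.5 Tris-based buffer; Probe or stimulus: RetCOR corepressor, biotinylated, 7 nM; Doses: compound at 4.8 µM, single dose; Schedule: 5 h incubation at 4 °C; Technique: time-resolved FRET; Evaluation: percent inhibition of TR-FRET ratio; Replication: one well per compound, singlicate testing.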
# MITF TRPM1 inh: inhibitors of MITF-driven TRPM1 promoter in melanoma cells | SK-MEL-5 TRPM1 promoter luciferase, 24 h | inhibition, % at 12.5 µM | hit rate 0.83% among 330,000;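 active = mean inhibition across replicates of 60% or more, whatever share of single replicates reaches that level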; also: values of inactives mirror those of a sister screen read the other way
# HTR2A ag: agonists of mouse serotonin 5-HT2A receptor (HTR2A) | P35363 | CHO-K1 mHTR2A beta-arrestin complementation, luminescence; percent of 30 µM serotonin response | activation, % at 7.6 µM | hit rate 0.66% among 360,000;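 active = activation above a run cutoff, the mean activation of all tested compounds plus 3 SD, cut at about 14% in these data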;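 also: 0% = plate median of compound wells and 100% = 30 µM serotonin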
# CaV13 ICDI inh: Primary screen for inhibitors of IQ motif and Ca2+-dependent inactivation inhibitor domain binding in CACNA1D, Förster resonance energy transfer in living cells, … | hit rate 0.098% among 340,000 | inhibition, % at 12.3 µM | HEK cells, CFP/YFP FRET ICDI-IQ, plate reader, 10 min; percent FRET-ratio fall versus neutral wells;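 active = mean replicate inhibition of at least 30% and at least 1% of replicates passing that level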;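 also: 0% = median of the neutral control wells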
# HIF-2a inh: HIF-2a inhibition. hit rate 0.72% among 360,000. 786-0 RCC cells HIF-2a reporter, luciferase luminescence, overnight. inhibition, % at 18.8 µM;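 active = inhibition of the luminescence signal of 40% or more relative to plate controls, in a single-dose primary screen at 18.75 µM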
# NR2E3 ag-2: human photoreceptor-specific nuclear receptor agonism | Q9Y5X4 | CHO-S Gal4-NCOR/VP16-NR2E3 two-hybrid, luciferase | inhibition of corepressor binding, % at 3.98 µM | hit rate 0.35% among 360,000 | AID 602229;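 active = inhibition above the mean of all tested compounds plus 3 SD, cut at about 70% in these data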;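 also: 0% = DMSO with NR2E3 transfected cells and 100% = cells lacking NR2E3 construct; higher means lower luciferase signal from less NR2E3 corepressor binding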
# PDI inh: inhibitors of human protein disulfide isomerase; inhibition, % at 10 µM; PDI insulin aggregation turbidity, A650, 90 min; hit rate 0.052% among 350,000; P07237; AID 588391;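 active = mean inhibition across replicates of 30% or more, whatever share of single replicates reach that level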;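 also: absorbance from insulin aggregation driven by PDI reduction with DTT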
# Target sequence (P07237 whole entry, looked up): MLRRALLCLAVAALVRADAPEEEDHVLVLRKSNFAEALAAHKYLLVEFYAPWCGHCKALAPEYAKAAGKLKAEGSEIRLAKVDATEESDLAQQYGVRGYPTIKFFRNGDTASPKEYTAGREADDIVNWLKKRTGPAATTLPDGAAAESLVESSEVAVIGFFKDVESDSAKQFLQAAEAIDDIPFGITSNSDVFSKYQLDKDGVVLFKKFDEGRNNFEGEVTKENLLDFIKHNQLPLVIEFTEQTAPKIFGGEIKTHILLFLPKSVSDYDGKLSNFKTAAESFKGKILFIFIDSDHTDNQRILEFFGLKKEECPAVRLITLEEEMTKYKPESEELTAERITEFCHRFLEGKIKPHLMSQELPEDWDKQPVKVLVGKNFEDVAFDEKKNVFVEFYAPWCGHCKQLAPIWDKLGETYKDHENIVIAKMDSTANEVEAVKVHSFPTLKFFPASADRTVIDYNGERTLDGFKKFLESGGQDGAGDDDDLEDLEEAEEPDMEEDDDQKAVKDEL
# iPSC survival up: hiPSC single-cell survival enhancement. ATPlite luminescence; 100% = ROCK inhibitor wells, 0% = DMSO. survival enhancement, % at 20 µM. hit rate 0.044% among 360,000. AID 602274; in the data active = survival enhancement above about 18%;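 also: cells exposed to compounds for 16 hours before the ATP read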
# * = called active by the depositor; · = not tested or not shown.
SMILES,Shn3 inh set2,H9c2 protect,Peg3 prom inh,NR2E3 ag-1,MITF TRPM1 inh,HTR2A ag,CaV13 ICDI inh,HIF-2a inh,NR2E3 ag-2,PDI inh,iPSC survival up
COc1ccc(OC)c(NC(=O)CCN2CCN(CCO)CC2)c1,-16,6,9,-1,7,-1,-23,11,-15,9,-0.6
CCCCNC(=O)CSc1nc2c(sc(=S)n2-c2cc(Cl)ccc2OC)c(=O)[nH]1,-6,1,-5,1,4,2,-4,17,-25,1,-0.2
CCc1cccc(OCCCCNCCCOC)c1,9,-5,-11,3,-1,-6,-5,15,-5,-2,0.3
C[C@H]1CN([C@@H](C)CO)S(=O)(=O)c2ccc(Br)cc2O[C@H]1CN(C)Cc1ccccc1,-3,-1,7,·,·,-3,-6,-5,-19,-4,2.0
c1ccc(Cc2noc(CN3CCN(Cc4ccc5c(c4)OCO5)CC3)n2)cc1,37,-9,8,3,4,-5,-4,10,12,-1,8.2
Cc1cc(S(=O)(=O)N2CCOCC2)ccc1OCC(=O)Nc1ccc(Br)cc1F,12,0,0,6,4,-6,-3,-4,2,10,-0.1
COc1ccc(CNC(=O)CCSc2ccc(F)cc2)cc1OC,-3,-3,13,0,12,-6,-2,7,9,-2,1.3
C=CCC[C@@H](Cc1ccc(F)cc1)C(=O)OC[C@H](Cc1c[nH]c2ccccc12)NC(=O)[C@@H](CC=C)CC(=O)N[C@@H](CO)Cc1ccccc1,55,1,16,·,23,-2,-10,-4,4,7,0.4
O=C(NCCc1ccc(F)cc1)c1n[nH]c2ccccc12,-23,-15,-188,-3,-70,3,-3,-260,-80,0,-2.0
COc1ccc(-c2cn3cc(C)ccc3n2)cc1OC,-26,-35,-174,1,-9,0,-5,-136,-132,-1,-4.2
COc1cc(NS(=O)(=O)c2ccc(NC(=O)c3ccc(F)cc3)cc2)ncn1,-48,4,3,5,2,-7,-3,17,-24,12,0.4
Nc1nc(SCC(=O)Nc2ccc(OCc3ccccc3)cc2)n[nH]1,·,-13,-143,-1,-39,-4,0,-187,-80,-4,0.2
Cc1cccc(N2C(=O)CS/C2=N\NC(=O)c2ccc(Cl)cc2)c1C,-2,0,-55,6,-16,-5,-4,-105,-17,4,1.2
O=C(c1ccc(F)c(S(=O)(=O)N2CCOCC2)c1)N(CCc1ccccc1)Cc1ccccc1,18,21,5,-1,0,-5,-4,5,9,-3,-0.1
Cc1ccc(NC(=O)NC(=O)c2ccccc2)cc1F,-97,3,-180,2,-56,0,·,-194,-36,-1,0.1
Cc1ccc(-c2cc(C(=O)Nc3cc(C)on3)c3ccccc3n2)c(C)c1,17,-9,-2,2,·,-3,-5,-7,-14,10,3.0
CC(C)CN(C#N)c1nc(N2CCOCC2)nc(N2CCOCC2)n1,-6,4,16,-3,3,-1,-5,37,29,-3,-2.8
C=CCN1C(=O)c2ccccc2NC1c1cc(Br)cs1 (configuration not stated),-25,-6,16,1,0,-3,-3,13,10,-2,0.7
Cc1cccn2c(=O)c3cc(C(=O)NCCC4=CCCCC4)n(C)c3nc12,1,3,-3,2,-6,-5,-2,-13,-8,4,-0.3
CN(C)c1nc(C#N)nc(N2CCOCC2)n1,14,0,11,0,-4,1,·,14,-11,6,-2.0
CCC1(C2=CCCCC2)C(=O)NC(=O)N=C1N (configuration not stated),-5,4,-2,·,1,-2,-5,6,-27,11,14
O=C(Cc1ccccc1)OCC(=O)c1cccc([N+](=O)[O-])c1,-13,9,14,·,5,-2,-17,3,-32,0,-0.3
O=C(COc1cccc(Cl)c1)Nc1ccc(N2CCOCC2)cc1,3,-11,-46,-2,-4,-4,·,-50,4,2,-0.4
O=C(NCc1cccs1)C1Cc2c(-c3ccccc3Oc3ccccc3)ccnc2O1 (configuration not stated),22,-4,22,·,·,-2,-8,16,11,0,-0.9
O=C(CSc1nnc(Nc2ccccc2)s1)NN1C(=O)NC2(CCCCC2)C1=O,-1,-3,-3,0,7,-3,-4,-14,-18,-13,-1.8
Cc1cc(NC(=O)c2ccccc2)c(Cl)cc1N,12,-1,-31,·,26,-4,-9,69*,-11,1,-0.4
CC1CCC(C(C)C)C(OP(=O)(c2ccccc2)C(O)c2ccncc2)C1 (configuration not stated),-7,11,15,-1,-1,3,4,12,-16,-2,0.0
CC(C)Oc1ccc(S(=O)(=O)N2CCCCC2)cc1NC(=O)CN1C(=O)NC2(CCCC2)C1=O,-9,0,9,0,-8,-6,-4,18,-9,0,-0.5
O=C(COc1ncnc2c(Cl)cc(Cl)cc12)N1CCN(S(=O)(=O)c2ccccc2)CC1,-20,6,5,0,-5,1,-2,8,-13,-5,3.1
O=[N+]([O-])c1ccc(COc2ccc(CNc3ccccc3)cc2)cc1,-8,-3,-22,2,-24,-4,-5,-18,-37,-15,0.3
COc1cc2cc(C#N)c(SCC(=O)Nc3cc(C)on3)nc2cc1OC,-18,2,36,5,-19,-4,-7,6,13,-1,0.2
COCCNC(=O)C(c1ccc(C)cc1)N(Cc1cccs1)C(=O)CCC(=O)Nc1ccccn1 (configuration not stated),3,8,4,0,19,-1,-7,8,-4,8,2.4
CCn1c(Cc2ccc(OC)cc2)nnc1SCC(=O)Nc1cccc(C(=O)OC)c1,7,7,-1,-1,-4,1,-3,11,-3,-1,-0.5
CCN(CC)C(=O)C1=C(C)N(Cc2ccc(C(C)(C)C)cc2)C(=O)C(CC(=O)NCCN2CCOCC2)C1 (configuration not stated),-17,4,7,·,·,-5,-10,-3,-5,5,5.8
Cc1ccc(-c2csc(N3CCN(CCCn4c(C(F)(F)F)nc5ccccc54)CC3)n2)cc1,17,-16,15,4,23,10,-5,-13,9,-16,-0.6
CN(Cc1ccccc1)C(=O)CCS(=O)(=O)c1cc2c(cc1Cl)NC(=O)CO2,-24,-1,5,2,·,1,10,1,-8,·,-0.7

# 13 compounds already listed, sorted by molar mass, low to high:
SMILES,Shn3 inh set2,H9c2 protect,Peg3 prom inh,NR2E3 ag-1,MITF TRPM1 inh,HTR2A ag,CaV13 ICDI inh,HIF-2a inh,NR2E3 ag-2,PDI inh,iPSC survival up
CCC1(C2=CCCCC2)C(=O)NC(=O)N=C1N (configuration not stated),-5,4,-2,·,1,-2,-5,6,-27,11,14
Cc1cc(NC(=O)c2ccccc2)c(Cl)cc1N,12,-1,-31,·,26,-4,-9,69*,-11,1,-0.4
O=[N+]([O-])c1ccc(COc2ccc(CNc3ccccc3)cc2)cc1,-8,-3,-22,2,-24,-4,-5,-18,-37,-15,0.3
O=C(COc1cccc(Cl)c1)Nc1ccc(N2CCOCC2)cc1,3,-11,-46,-2,-4,-4,·,-50,4,2,-0.4
COc1cc2cc(C#N)c(SCC(=O)Nc3cc(C)on3)nc2cc1OC,-18,2,36,5,-19,-4,-7,6,13,-1,0.2
CC1CCC(C(C)C)C(OP(=O)(c2ccccc2)C(O)c2ccncc2)C1 (configuration not stated),-7,11,15,-1,-1,3,4,12,-16,-2,0.0
CN(Cc1ccccc1)C(=O)CCS(=O)(=O)c1cc2c(cc1Cl)NC(=O)CO2,-24,-1,5,2,·,1,10,1,-8,·,-0.7
O=C(NCc1cccs1)C1Cc2c(-c3ccccc3Oc3ccccc3)ccnc2O1 (configuration not stated),22,-4,22,·,·,-2,-8,16,11,0,-0.9
O=C(CSc1nnc(Nc2ccccc2)s1)NN1C(=O)NC2(CCCCC2)C1=O,-1,-3,-3,0,7,-3,-4,-14,-18,-13,-1.8
CCn1c(Cc2ccc(OC)cc2)nnc1SCC(=O)Nc1cccc(C(=O)OC)c1,7,7,-1,-1,-4,1,-3,11,-3,-1,-0.5
O=C(COc1ncnc2c(Cl)cc(Cl)cc12)N1CCN(S(=O)(=O)c2ccccc2)CC1,-20,6,5,0,-5,1,-2,8,-13,-5,3.1
CC(C)Oc1ccc(S(=O)(=O)N2CCCCC2)cc1NC(=O)CN1C(=O)NC2(CCCC2)C1=O,-9,0,9,0,-8,-6,-4,18,-9,0,-0.5
COCCNC(=O)C(c1ccc(C)cc1)N(Cc1cccs1)C(=O)CCC(=O)Nc1ccccn1 (configuration not stated),3,8,4,0,19,-1,-7,8,-4,8,2.4

# A draw from above in order of number of heavy atoms, rising:
SMILES,Shn3 inh set2,H9c2 protect,Peg3 prom inh,NR2E3 ag-1,MITF TRPM1 inh,HTR2A ag,CaV13 ICDI inh,HIF-2a inh,NR2E3 ag-2,PDI inh,iPSC survival up
CC1CCC(C(C)C)C(OP(=O)(c2ccccc2)C(O)c2ccncc2)C1 (configuration not stated),-7,11,15,-1,-1,3,4,12,-16,-2,0.0
O=C(CSc1nnc(Nc2ccccc2)s1)NN1C(=O)NC2(CCCCC2)C1=O,-1,-3,-3,0,7,-3,-4,-14,-18,-13,-1.8
O=C(COc1ncnc2c(Cl)cc(Cl)cc12)N1CCN(S(=O)(=O)c2ccccc2)CC1,-20,6,5,0,-5,1,-2,8,-13,-5,3.1

# (more compounds)
SMILES,Shn3 inh set2,H9c2 protect,Peg3 prom inh,NR2E3 ag-1,MITF TRPM1 inh,HTR2A ag,CaV13 ICDI inh,HIF-2a inh,NR2E3 ag-2,PDI inh,iPSC survival up
COc1cc(C(=O)N/C(=C\c2cn(C)c3ccccc23)C(=O)N2CCN(C)CC2)cc(OC)c1OC,-10,13,1,·,-11,-3,-6,17,-28,6,0.5
COc1ccc(C=O)cc1OS(=O)(=O)c1ccccc1[N+](=O)[O-],-10,25,-11,-3,-5,0,10,-1,2,-3,-0.2
Cc1cccc(NC(=O)c2ccccc2NC(=O)C2CCCCC2)c1C,-7,-7,17,0,1,1,-7,-7,5,-9,0.1
CC(/C=N/NC(=O)c1cccnc1)=C\c1ccccc1,-59,-19,-163,-4,-46,0,-3,-166,-18,-2,-1.4
O=S(=O)(c1ccc(-c2nnco2)cc1)N1CCCCC1,-2,-1,-3,5,-5,-1,-7,10,5,4,1.4
Cc1ccc(NC(=O)c2ccc(S(=O)(=O)C(F)F)cc2)c(C)c1,-34,7,-50,-3,-19,-1,-3,-64,-5,-3,0.5
C=C1[C@@H](O)[C@H](CC(C)C)N(Cc2ccccc2Br)S1(=O)=O,18,-9,97*,·,12,-3,-8,72*,12,-1,8.0
COc1cccc(Oc2ccc(C(F)(F)F)cc2NC(=O)CCc2nc3ccccc3c(=O)[nH]2)c1,-20,-2,17,-3,-10,-3,-6,-9,-44,11,-0.1
COc1ccc(N(C(=O)c2ccco2)C(C(=O)NC2CCCC2)c2cccs2)cc1OC (configuration not stated),-4,7,19,-2,2,4,·,2,-1,1,1.5
COc1nc2ccccc2nc1N1CCN(c2ccc(F)cc2)CC1,8,-5,20,·,23,-3,-18,16,-17,12,-0.5
